KCNK3 block = human KCNK3 channel inhibition, primary screen; O14649; CHO-KCNK3 thallium flux, FluxOR fluorescence; hits give low values; B-score at 10 µM; hit rate 0.84% among 340,000; AID 602410;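 active = B-score under library mean minus 4 SD, starting fluorescence ratio at most library mean plus 5 SD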;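 note: more negative B-score means stronger inhibition of thallium flux through KCNK3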
RGS4 block = human RGS4 inhibition | AID 463165 | HEK293 M3R/RGS4 inducible, Fluo-4 calcium flux; hits give high values; triggered by carbachol at its EC20 | B-score at 10 µM | hit rate 0.45% among 310,000;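 active = B-score, a plate-corrected calcium signal, over three deviations above library mean, with baseline fluorescence within five deviations of library mean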;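 note: RGS4 expression induced by doxycycline in cells with stable M3 receptor; B-score is computed from the integrated fluorescence ratio over baseline after carbachol; higher B-score means a larger calcium signal and so more RGS4 inhibition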
Target sequence (P49798 whole entry, looked up): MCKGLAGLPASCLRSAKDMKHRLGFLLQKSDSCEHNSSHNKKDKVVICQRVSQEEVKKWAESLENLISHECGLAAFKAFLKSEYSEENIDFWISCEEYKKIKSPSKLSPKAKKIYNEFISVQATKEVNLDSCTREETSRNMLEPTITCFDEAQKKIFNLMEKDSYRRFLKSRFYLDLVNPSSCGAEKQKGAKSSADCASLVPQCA
GSK3 alpha inh = human GSK-3 alpha kinase inhibition; P49840; inhibition, % at 10 µM; ADP-Glo luminescence, 60 min; hit rate 0.1% among 320,000;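 in the data active = inhibition above about 50%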;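 note: GST-tagged GSK-3 alpha with peptide substrate and 25 µM ATP; 0% = DMSO neutral wells and 100% = GW8510 positive control wells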
Target sequence (P49840 whole entry, looked up): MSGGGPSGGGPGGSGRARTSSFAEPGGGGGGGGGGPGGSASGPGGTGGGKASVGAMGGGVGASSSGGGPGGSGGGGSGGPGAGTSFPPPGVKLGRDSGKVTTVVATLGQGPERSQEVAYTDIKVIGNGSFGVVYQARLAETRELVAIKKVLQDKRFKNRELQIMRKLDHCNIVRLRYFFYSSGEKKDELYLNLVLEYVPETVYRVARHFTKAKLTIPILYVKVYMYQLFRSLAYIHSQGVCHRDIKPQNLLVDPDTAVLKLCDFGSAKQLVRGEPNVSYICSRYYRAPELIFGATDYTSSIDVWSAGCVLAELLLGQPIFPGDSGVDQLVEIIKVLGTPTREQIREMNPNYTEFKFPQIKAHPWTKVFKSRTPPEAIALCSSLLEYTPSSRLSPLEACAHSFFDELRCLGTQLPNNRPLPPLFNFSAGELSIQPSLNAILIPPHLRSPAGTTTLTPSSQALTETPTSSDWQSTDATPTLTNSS
DYRK1A inh = Dyrk1A (rat) kinase inhibition. Q63470. hit rate 0.43% among 310,000. ADP-Glo luminescence, NFATc1 peptide. AID 504441. inhibition, % at 12.5 µM; in the data active = inhibition above about 50%;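 note: plate controls were vehicle with enzyme for no effect and no enzyme for full effect; many of its hits are not listed in these tables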
KCNQ1 block = blocks the human KCNQ1 potassium channel; hit rate 1.3% among 310,000; AID 2642; B-score at 10 µM; CHO-K1 KCNQ1, FluxOR thallium flux fluorescence; hits give high values; P51787;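 active = compounds whose thallium flux B-score, printed positive for inhibition, exceeds three library SD while starting fluorescence stays within three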;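 note: channel opened by potassium depolarization with thallium stimulus after 20 min compound exposure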
GSK3B inh = human GSK3beta kinase inhibition; P49841; hit rate 0.038% among 300,000; AID 2097; activity score (negative = inhibition), % at 10 µM; GST-GSK3beta kinase, ADP-Glo luminescence, 60 min; hits give low values;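 active = more than half of replicate wells score below -50%, meaning over 50% inhibition versus plate controls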;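 note: 0% = median DMSO wells and -100% = median GW8510 positive control wells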
Target sequence (P49841 whole entry, looked up): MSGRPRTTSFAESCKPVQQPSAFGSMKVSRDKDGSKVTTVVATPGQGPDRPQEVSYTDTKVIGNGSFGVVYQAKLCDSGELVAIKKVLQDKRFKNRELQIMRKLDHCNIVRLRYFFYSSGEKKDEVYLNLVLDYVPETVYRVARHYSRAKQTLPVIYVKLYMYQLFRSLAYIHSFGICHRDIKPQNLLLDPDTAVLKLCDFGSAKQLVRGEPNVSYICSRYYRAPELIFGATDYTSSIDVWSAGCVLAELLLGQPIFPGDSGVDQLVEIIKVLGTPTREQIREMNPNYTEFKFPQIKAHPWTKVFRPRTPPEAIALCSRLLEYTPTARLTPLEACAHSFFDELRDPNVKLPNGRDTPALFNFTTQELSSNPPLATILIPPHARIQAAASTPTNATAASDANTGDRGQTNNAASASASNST
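Test system – GST-tagged human GSK3beta kinase, cell-free · Incubation – 60 min enzyme reaction, room temperature · Signal – ADP-Glo luminescence · Also added – peptide substrate and ATP at 25 µM · Controls – DMSO neutral wells and GW8510 at 20 µM as positive · Buffer or medium – Tris/MgCl2 kinase buffer · Measure – Luminescence-derived activity versus plate DMSO and GW8510 wells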
PolyA inh = yeast polyadenylation inhibition; hit rate 0.02% among 300,000; S. cerevisiae SKY197-pL101 polyadenylation reporter, beta-gal luminescence; efflux-impaired pdr1/pdr3 knockout yeast; score 100 = 6 SD above DMSO; calls only at 12 µM;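 active = lowest replicate activity score at least 50, where 100 means six control SD above control mean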;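 note: yeast exposed to compound for 9 h at 30 °C; higher score means more reporter readthrough which indicates perturbed polyadenylation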
KCNQ1 act = human KCNQ1 channel potentiation or activation. CHO-K1 KCNQ1, thallium flux FluxOR fluorescence; hits give high values. B-score at 10 µM. hit rate 0.35% among 310,000. AID 2648;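 active = fluorescence ratio B-score, a plate-corrected score, at least three library SD, with initial intensity B-score within 5 SD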
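Schedule – 37 °C overnight plating, 90-min dark dye load, 20-min compound pretreatment · System – stable KCNQ1 CHO-K1 line · Probe or stimulus – thallium- and potassium-containing depolarizing buffer · Measured by – kinetic FluxOR fluorescence, 10 s baseline plus 110 s post-stimulus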
KCNK9 block = human KCNK9 channel inhibition. HEK293 KCNK9, FluxOR thallium flux fluorescence; hits give low values. B-score at 10 µM. hit rate 1.2% among 310,000;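 active = ratio B-score over 3 SD below the library mean, with starting fluorescence within 5 SD of its mean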;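 note: negative B-score means less thallium flux so channel inhibition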
hERG rescue = compounds protecting human hERG from proarrhythmic drug block. CHO-hERG, FluxOR thallium flux, dofetilide IC70 present. activation (rescue from dofetilide block), less the hit threshold, % at 10 µM. hit rate 0.51% among 310,000. AID 1511;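 active = activation above the mean of controls blocked by dofetilide plus 5 SD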;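 note: thallium influx through hERG after potassium depolarization seen as dye fluorescence rise; in these data hits start at about 4.7%; inactives centre near -7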
RGS4 act = RGS4 potentiation or activation | HEK293 M3R/inducible RGS4, carbachol calcium flux Fluo4; hits give low values | B-score at 10 µM | hit rate 0.92% among 310,000;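 active = B-score of the integrated calcium signal more than 4 SD below the library mean, with starting fluorescence not abnormally high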;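 note: negative B-score means reduced calcium response which marks RGS4 activation or potentiation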
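Material: M3R-expressing HEK293 line, RGS4 induced by doxycycline | Schedule: Overnight RGS4 induction, 30 min dye load 37 °C, 20 min compound RT | Measured by: Fluo4 fluorescence kinetic imaging of calcium | Read-out: Integrated calcium ratio converted to B score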
An asterisk follows results filed as active; i = inactive; / = not tested or not shown.

SMILES | KCNK3 block | RGS4 block | GSK3 alpha inh | DYRK1A inh | KCNQ1 block | GSK3B inh | PolyA inh | KCNQ1 act | KCNK9 block | hERG rescue | RGS4 act
O=C(NCc1cccs1)C1CCCN1S(=O)(=O)c1ccccc1F (stereo not given) | i | i | 0 | 0 | i | -1 | i | i | i | -10 | i
CCOc1ccc(S(=O)(=O)N(CC(=O)NC2CCCCC2C)Cc2ccco2)cc1 (stereo not given) | i | i | / | 2 | i | 0 | i | i | i | -11 | -8.2*
COCc1ccc(C(=O)N2CCCC(Nc3ccc4c(c3)OCCO4)C2)o1 (stereo not given) | i | i | -1 | -3 | i | -6 | i | i | i | -11 | i
O=C(O)C1NCCc2ccccc21 (stereo not given) | i | i | -3 | 1 | i | -5 | i | i | i | 1 | i
O=C(Oc1ccc2ccc(=O)oc2c1)c1ccco1 | i | i | 0 | 4 | i | 3 | i | i | i | -10 | i
Cc1cc(C)cc(C(=O)OCC(=O)NCc2cccs2)c1 | i | i | / | 0 | i | 1 | i | i | i | -12 | i
O=c1cc(-c2ccc([N+](=O)[O-])cc2)nc2cc(-c3ccc(F)cc3)[nH]n12 | i | i | -2 | -4 | i | 2 | i | i | i | -10 | i
O=C(c1cccc(NS(=O)(=O)c2cccc([N+](=O)[O-])c2)c1)N1CCOCC1 | i | i | 0 | 0 | i | 1 | i | i | i | -5 | i
CCOC(=O)C1=C(CC)NC2=C(C(=O)CCC2)C1c1ccc(OC)c(OC)c1 (stereo not given) | i | i | -15 | 1 | i | 2 | i | i | i | -4 | i
COc1ccc(CNC(=O)C2(CC3CC(c4ccccc4)=NO3)CCN(C(=O)C3CCCC3)CC2)cc1 (stereo not given) | i | i | / | 3 | i | -3 | i | i | i | -13 | i
CC(=O)c1ccc(OC(=O)CN2C(=O)c3ccccc3C2=O)cc1 | i | i | 2 | 2 | i | 0 | i | i | i | -1 | i
CCOc1ccccc1N(C(=O)c1ccccc1Cl)C1=NC(C)(C)CS1 | i | i | 0 | -7 | i | 0 | i | i | i | -14 | i
COc1ccc(NC(=O)CCS(=O)(=O)c2ccc(Cl)cc2)cc1 | i | i | -1 | 4 | i | -1 | i | i | i | 1 | i
Cn1nc(C(=O)N2CCc3ccccc3C2)c2ccccc2c1=O | i | i | 0 | 7 | i | 1 | i | i | i | -6 | i
Cc1oc(-c2cccc(Cl)c2)nc1CS(=O)(=O)CC(=O)NC1CCCC1 | i | i | 1 | -3 | i | -3 | i | i | i | -3 | i
O=C(c1ccc2c(c1)OCO2)N1CCCN(C(=O)c2ccc3c(c2)OCO3)CC1 | i | i | / | 7 | i | -2 | i | i | i | -2 | i
Cn1cc(S(=O)(=O)N2CCN(c3ccccc3F)CC2)c(=O)n(C)c1=O | i | i | -1 | -4 | i | 3 | i | i | i | -4 | i
O=C(COc1ccc2c3c(c(=O)oc2c1)CCC3)NC1CCN(Cc2ccccc2)CC1 | i | i | 4 | 2 | i | 1 | i | i | i | -14 | i
Cc1ccc(CN2CCSc3ccc(C(=O)NCCCN4CCN(C)CC4)cc32)cc1 | i | i | 4 | 4 | i | -7 | i | i | i | -13 | i
CCOc1nc(CC(C)C)c2c(c1C#N)CC(C)(C)OC2 | -9* | i | -1 | -9 | i | 1 | i | i | i | -14 | i
CCOC(=O)CSc1nc2c(sc(=S)n2-c2ccccc2OC)c(=O)n1Cc1ccco1 | i | i | / | 1 | i | -2 | i | i | -9.1* | -11 | i
O=C(NCC1CCCO1)c1ccc(N2C(=O)C3CCCCC3C2=O)cc1 (stereo not given) | i | i | -3 | -8 | i | / | i | i | i | -10 | i
O=C(NCc1ccncc1)C1CCN(C(=O)c2cccc(Cl)c2)CC1 | i | i | 2 | -8 | i | 5 | i | i | i | -6 | i
CCCCC[C@H]1CN(CCCC)C(=O)[C@@H]1CC(=O)NCc1ccc(OC)cc1 | i | i | -4 | -2 | i | 2 | i | i | i | -3 | i
CC1=C(C(=O)Nc2nc3ccccc3s2)C(c2ccco2)C(C#N)=C(SCC(=O)NC2CCCCC2)N1 (stereo not given) | i | i | 2 | 7 | i | 1 | i | i | i | -5 | i
COC(=O)c1c(NC(=O)COC(=O)CCNS(=O)(=O)c2ccc(NC(C)=O)cc2)sc(C)c1C | i | i | 2 | -6 | i | -2 | i | i | i | -18 | i
O=C(N1CCCC1)N1CCN(S(=O)(=O)c2ccccc2)CC1 | i | i | -2 | -1 | i | 0 | i | i | i | -7 | i
CC1CCc2[nH]c3ccc(C(=O)O)cc3c2C1 (stereo not given) | i | i | 0 | -2 | i | 1 | i | i | i | -2 | i
COc1ccc(C2CC(=O)c3sc(N)nc3C2)cc1 (stereo not given) | i | i | -19 | 0 | i | 0 | i | i | i | -7 | i
CCc1ccc2[nH]c(=O)c(CN(CCN(C)C)C(=S)NCc3ccco3)cc2c1 | i | i | 1 | -2 | i | -2 | i | i | i | -13 | i
COCC1CCN(C(=O)CCc2nnc(C3(c4ccc(Cl)cc4)CCC3)o2)CC1 | i | i | -1 | 7 | i | 1 | i | i | i | -12 | i
O=C(NCc1ccco1)C1Cc2ccccc2CN1C(=O)c1ccco1 (stereo not given) | i | i | 1 | 0 | i | -2 | i | i | i | -2 | i
O=[N+]([O-])c1ccccc1C1Nc2cccc3cccc(c23)N1 | i | i | -1 | 8 | 6* | -1 | i | i | i | -11 | i
O=C(CN(c1ccccc1)S(=O)(=O)c1ccccc1)N/N=C/c1ccco1 | i | i | 0 | -4 | i | -3 | i | i | i | -12 | i
CCC1=NN2C(=N)/C(=C\c3cccn3-c3cccc(Cl)c3)C(=O)N=C2S1 | i | i | -5 | -7 | i | 3 | i | i | i | -5 | i
O=C(Nc1cnn(C23CC4CC(CC(C4)C2)C3)c1)c1cc(-c2ccccc2)on1 | i | i | -2 | 1 | i | 3 | i | i | i | -10 | i
O=S(=O)(c1ccc(Cl)cc1)N1CCC(O)(c2cccnc2)CC1 | i | i | -5 | / | i | 4 | i | i | i | -2 | i
Clc1ccc(-c2nnc3sc(Cc4cccs4)nn23)cc1 | i | i | / | 12 | i | 1 | i | i | i | -2 | i
COc1ccc(/C=N/NC(=O)c2cccc([N+](=O)[O-])c2)cc1OC(=O)c1ccc(C)cc1 | i | i | 1 | -11 | i | 3 | i | i | i | -1 | i
Cc1ccc(CN2CCN(Cc3nc4ccccc4nc3C)CC2CCO)cc1 (stereo not given) | i | i | -2 | 17 | i | 2 | i | i | i | -12 | i
NC(N)=N/N=C/c1ccc(OS(=O)(=O)c2ccccc2)cc1 | i | i | / | -54 | i | -9 | i | i | i | -23 | -8.4*
O=C(O)CCCN1C(=O)c2ccc(C(=O)c3cccc([N+](=O)[O-])c3)cc2C1=O | i | i | 4 | 0 | i | -2 | i | i | i | -7 | i
C=CCn1c(COc2ccccc2)nnc1SCC(=O)C(C)(C)C | i | i | -1 | -7 | i | 3 | i | i | i | -1 | i
CCCCCC(=O)Nc1ccc2oc(-c3cncc(Br)c3)nc2c1 | i | i | -2 | -4 | i | 0 | i | i | i | -2 | i
O=[N+]([O-])c1nn(-c2ccc3c(c2)OCCO3)n(O)c1=NC1CCCCC1 | i | i | -2 | 0 | i | -1 | i | i | i | -14 | i
Cc1nn(-c2ccccc2)c(N)c1N=Nc1ccc(Cl)cc1 | i | i | -4 | -1 | i | 1 | i | i | i | -11 | i
N/C(=N\OC(=O)/C=C/c1ccccc1Cl)c1cccnc1 | i | i | 16 | / | i | -5 | i | i | i | -5 | i
CCOc1ccc(Cl)cc1S(=O)(=O)N1CCN(c2ccc(C)c(C)c2)CC1 | i | i | -3 | 2 | i | -5 | i | i | i | -8 | i
C=Cn1c(N2CCOCC2)nc2c1c(=O)[nH]c(=O)n2C | i | i | 2 | -12 | i | 0 | i | i | i | -7 | i
C#CCSc1nc(N)c2c(n1)OC(N)=C(C#N)C2c1cccnc1 (stereo not given) | i | i | -2 | -8 | i | 2 | i | i | i | -10 | i

Given with each value named: 3 of the compounds above
NC(N)=N/N=C/c1ccc(OS(=O)(=O)c2ccccc2)cc1
  KCNK3 block: i | RGS4 block: i | GSK3 alpha inh: / | DYRK1A inh: -54 | KCNQ1 block: i | GSK3B inh: -9 | PolyA inh: i | KCNQ1 act: i | KCNK9 block: i | hERG rescue: -23 | RGS4 act: -8.4*
C=CCn1c(COc2ccccc2)nnc1SCC(=O)C(C)(C)C
  KCNK3 block: i | RGS4 block: i | GSK3 alpha inh: -1 | DYRK1A inh: -7 | KCNQ1 block: i | GSK3B inh: 3 | PolyA inh: i | KCNQ1 act: i | KCNK9 block: i | hERG rescue: -1 | RGS4 act: i
O=C(O)CCCN1C(=O)c2ccc(C(=O)c3cccc([N+](=O)[O-])c3)cc2C1=O
  KCNK3 block: i | RGS4 block: i | GSK3 alpha inh: 4 | DYRK1A inh: 0 | KCNQ1 block: i | GSK3B inh: -2 | PolyA inh: i | KCNQ1 act: i | KCNK9 block: i | hERG rescue: -7 | RGS4 act: i

Going on with the list:
SMILES | KCNK3 block | RGS4 block | GSK3 alpha inh | DYRK1A inh | KCNQ1 block | GSK3B inh | PolyA inh | KCNQ1 act | KCNK9 block | hERG rescue | RGS4 act
CCCN1CCN(c2nc3c([nH]2)c(=N)ncn3CC(O)CO)CC1 (stereo not given) | i | i | 2 | 18 | i | -3 | i | i | i | -10 | i
FC(F)(F)c1ccccc1CN1CCC(Cc2ccccc2)CC1 | i | i | -3 | -2 | i | 2 | i | i | i | -2 | i
CN=C1SC(CC(=O)Nc2ccccc2F)C(=O)N1/N=C/c1ccc(O)c(OC)c1 (stereo not given) | i | i | -2 | / | i | 2 | i | i | i | -8 | i
COC(=O)CC1(C(=O)OC)Oc2ccc(Br)cc2C(=O)N1c1cccc(Cl)c1Cl (stereo not given) | i | i | 0 | -3 | i | -1 | i | i | i | -5 | i
CCCn1c(=N)c(S(=O)(=O)c2ccccc2)cc2c(=O)n3ccccc3nc21 | i | i | -2 | -7 | i | -1 | i | i | i | -8 | i
CCOC(=O)c1cnn(-c2ccc(F)cc2)c1N | i | i | -2 | -2 | i | -2 | i | i | i | -10 | i
COc1ccc(NC(=O)c2cccc(NC(=O)C(C)C)c2)c([N+](=O)[O-])c1 | i | i | 1 | -3 | i | 2 | i | i | i | -14 | i
Cc1cccc(Cc2ncc(C(F)(F)F)cc2Cl)c1 | i | i | -1 | 0 | i | 2 | i | i | i | -3 | i
Clc1cccc(Cl)c1COc1ccccc1CNn1cnnc1 | i | i | 2 | 3 | i | 0 | i | i | i | -4 | i

Screening results from PubChem.

This is a subset; the hit share may differ from the screen's.
